Bioassay records as filed in PubChem.
MC4R antagonist – MC4R antagonists of cAMP signaling, primary screen, cell-based, TR-FRET, antagonist arm of biased-ligand search; Melanocortin receptor 4 (Homo sapiens), P32245; MC4R-expressing cells, MTII-stimulated cAMP, LANCE TR-FRET; inhibition, % at 6.5 µM; 0.48% of 360,000 active; AID 540295, 2011;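 active = inhibition above its plate's cutoff, the mean of tested wells on that plate plus 3 SD, cut at about 29% in these data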;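 also: 0% = Melanotan II alone and 100% = Melanotan II plus saturating MCL0020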
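Assay system: human MC4R-expressing U2OS cells; reagent: Melanotan II stimulation of cells; dosing: 6.5 µM single dose; timing: compound 30 min, challenge 1 h, detection 1 h; signal: TR-FRET cAMP assay; replicates: one well per compound, no replicates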
N-glyco inh – increase of ERlucT glycosylation luciferase signal, primary screen, N-linked glycosylation inhibitor project, D54 ERlucT cells, luminescence, set 2; D54 ERlucT glycosylation luciferase reporter, 24 h; percent of 100 nM tunicamycin response; reporter increase, % at 12.5 µM; 0.23% of 360,000 active;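 active = mean luciferase reporter signal, scaled so untreated is 0 and the glycosylation-blocking control 100, at or above a set limit in every replicate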;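 also: luciferase carries N-glycosylation sites so blocking glycosylation raises the light; 0% = median of neutral control wells and 100% = median of 100 nM tunicamycin wells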
ABCB6 inh MLPCN – ABCB6 transporter inhibitors, primary screen, K562-ABCB6 cells, flow cytometry, MLPCN library; fluorescence ratio to DMSO, % at 10 µM; ATP-binding cassette sub-family B member 6 (Homo sapiens), Q9NP58; K562-ABCB6 porphyrin accumulation, 1 h; stronger effect = lower value; 0.19% of 360,000 active;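 active = fluorescence ratio to DMSO below 75%, the collection mean minus 3 SD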;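 also: signal is porphyrin accumulated inside mitochondria; 100% equals median channel fluorescence of DMSO control wells; lower ratio means ABCB6 inhibition with less porphyrin fluorescence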
Target sequence (Q9NP58 whole entry, looked up): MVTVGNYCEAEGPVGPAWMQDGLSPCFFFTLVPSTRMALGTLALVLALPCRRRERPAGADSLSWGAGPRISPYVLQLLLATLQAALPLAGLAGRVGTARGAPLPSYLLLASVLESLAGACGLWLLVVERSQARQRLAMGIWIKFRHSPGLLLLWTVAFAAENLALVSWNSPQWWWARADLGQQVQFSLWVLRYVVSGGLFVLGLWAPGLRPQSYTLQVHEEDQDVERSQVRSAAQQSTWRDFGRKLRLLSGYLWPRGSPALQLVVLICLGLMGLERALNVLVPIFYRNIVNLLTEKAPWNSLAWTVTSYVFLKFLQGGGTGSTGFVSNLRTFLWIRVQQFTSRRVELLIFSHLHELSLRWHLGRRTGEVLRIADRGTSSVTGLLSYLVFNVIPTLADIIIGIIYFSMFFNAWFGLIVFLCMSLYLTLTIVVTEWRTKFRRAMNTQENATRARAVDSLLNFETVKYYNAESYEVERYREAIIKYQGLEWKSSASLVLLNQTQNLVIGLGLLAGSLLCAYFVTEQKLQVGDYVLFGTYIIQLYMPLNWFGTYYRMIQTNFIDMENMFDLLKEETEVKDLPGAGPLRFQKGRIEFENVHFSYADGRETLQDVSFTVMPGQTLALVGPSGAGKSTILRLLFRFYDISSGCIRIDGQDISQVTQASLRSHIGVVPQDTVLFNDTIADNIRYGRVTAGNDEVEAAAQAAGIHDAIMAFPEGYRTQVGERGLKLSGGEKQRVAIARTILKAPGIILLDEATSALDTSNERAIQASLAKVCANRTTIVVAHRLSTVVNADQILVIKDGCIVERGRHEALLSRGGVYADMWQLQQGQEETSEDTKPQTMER
PDI turbidity – inhibitors of human PDI, primary screen, biochemical, turbidity, single point, plate reader. Protein disulfide-isomerase (Homo sapiens), P07237. PDI insulin aggregation turbidity, A650, 90 min. inhibition, % at 10 µM. 0.052% of 350,000 active;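 active = mean inhibition across replicates of 30% or more, whatever share of single replicates reach that level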;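 also: absorbance from insulin aggregation driven by PDI reduction with DTT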
aDG glyco up – activators of alpha-DG glycosylation, primary screen, uHTS, Pro5-aDG cells, AlphaScreen; alpha-DG glycosylation AlphaScreen (IIH6); 0% Pro5, 100% B10-LARGE cell signal; activation, % at 10 µM; 0.22% of 360,000 active;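 active = activation of at least 8% versus controls, or a plate z-score of at least 8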;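 also: Pro5 are CHO cells carrying HIG-tagged alpha-DG that lacks glycosylation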
Vif inh – HIV Vif self-association inhibitors, primary screen, imaging, HEK293T, single point; HEK293T cells, Vif self-association by quenched fluorescence, 24 h; inhibition, % at 7.49 µM; 0.35% of 340,000 active; AID 602346, 2012; in the data active = inhibition above about 50%, passing the limit was not always enough; also: some results filed as inactive read as strong as hits
H9c2 protect – cardioprotection against H2O2-induced cell death, primary screen, uHTS, H9c2 cells, ATPLite luminescence; H9c2 cardiomyocytes, H2O2 injury protection, 2 h; protection from H2O2 cell death, % at 20 µM; 0.63% of 360,000 active; AID 588492, 2011;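 active = compounds giving at least 50% protection of heart cells from peroxide-induced death in the single-dose screen, raw or plate-pattern-corrected value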;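 also: 0% = DMSO wells with peroxide and 100% = DMSO wells without peroxide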
CaV13 ICDI inh – Disruptors of the CACNA1D IQ motif to Ca2+-dependent inactivation inhibitor domain association, primary screening, Förster resonance energy transfer in intact living …; HEK cells, CFP/YFP FRET ICDI-IQ, plate reader, 10 min; percent FRET-ratio fall versus neutral wells; inhibition, % at 12.3 µM; 0.098% of 340,000 active; AID 743397;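 active = mean replicate inhibition of at least 30% and at least 1% of replicates passing that level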;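 also: 0% = median of the neutral control wells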
m5-HT2A agonist – mouse Htr2a agonists via beta-arrestin recruitment, primary screen, cell-based, luminescence; 5-hydroxytryptamine receptor 2A (Mus musculus), P35363; CHO-K1 mHTR2A beta-arrestin complementation; percent of 30 µM serotonin response; activation, % at 7.6 µM; 0.66% of 360,000 active;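 active = activation above a run cutoff, the mean activation of all tested compounds plus 3 SD, cut at about 14% in these data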;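 also: 0% = plate median of compound wells and 100% = 30 µM serotonin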
MC4R ag barr – MC4R agonists recruiting beta-arrestin, primary screen, cell-based, luminescence, agonist arm of biased-ligand search; 0.98% of 360,000 active; U2OS MC4R beta-arrestin complementation; percent of melanotan II response, DMSO zero; activation, % at 8.9 µM;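 active = activation above a per-plate cutoff, the mean activation of sample wells on that plate plus 3 SD, cut at about 8% in these data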
The depositor's hits bear a star.

O=C(CCCSc1ccccc1)Nc1ccc(Cl)c(S(=O)(=O)N2CCOCC2)c1 was read as MC4R antagonist 6, N-glyco inh -8, ABCB6 inh MLPCN 90, PDI turbidity -4, aDG glyco up 0.5, Vif inh -31, H9c2 protect -13, CaV13 ICDI inh -2, m5-HT2A agonist 3 and MC4R ag barr 3.7.
`CCOC(=O)/C(=N/Nc1ccc(OC)cc1)N1CCCc2ccccc21` gave MC4R antagonist 6, N-glyco inh -2, ABCB6 inh MLPCN 103, PDI turbidity -1, aDG glyco up 0.4, Vif inh -5, H9c2 protect 0, CaV13 ICDI inh -3, m5-HT2A agonist -2 and MC4R ag barr -0.9.
COc1ccc(S(=O)(=O)N(C)C[C@H]2Oc3c(NC(=O)c4ccncc4)cccc3C(=O)N([C@H](C)CO)C[C@@H]2C)cc1 was read as MC4R antagonist -3, N-glyco inh 0, ABCB6 inh MLPCN 101, PDI turbidity 0, aDG glyco up -0.1, Vif inh 12, H9c2 protect 17, CaV13 ICDI inh -4, m5-HT2A agonist 9 and MC4R ag barr 0.0.
For Cc1cccc(C2=NN(c3ccccc3)[C@@H](C(=O)N3CCOC3=O)[C@@H]2c2ccc(F)cc2)c1 the results were MC4R antagonist 25, N-glyco inh 0, ABCB6 inh MLPCN 111, PDI turbidity -4, aDG glyco up 0.0, Vif inh 0, H9c2 protect -5, CaV13 ICDI inh -9, m5-HT2A agonist 1 and MC4R ag barr 4.0.
For O=C(NCCCn1ccnc1)c1cc(-c2ccc(Cl)cc2)nc2ccccc12 the results were MC4R antagonist 1, N-glyco inh -2, ABCB6 inh MLPCN 91, PDI turbidity 5, aDG glyco up 0.0, Vif inh -10, H9c2 protect 20, m5-HT2A agonist -5 and MC4R ag barr -2.2.
For O=C(NCc1ccccc1Cl)c1[nH]c(C(F)(F)F)nc1-c1ccccc1 the results were N-glyco inh 0, ABCB6 inh MLPCN 93, aDG glyco up 0.0, Vif inh -8, H9c2 protect -7, CaV13 ICDI inh -4 and m5-HT2A agonist -5.
Screening C[C@H]1CN([C@@H](C)CO)C(=O)CCCn2cc(nn2)CO[C@@H]1CN(C)S(=O)(=O)c1ccc(-c2ccccc2)cc1 returned MC4R antagonist -1, N-glyco inh -1, ABCB6 inh MLPCN 96, PDI turbidity 7, aDG glyco up -0.1, H9c2 protect -4, CaV13 ICDI inh -5, m5-HT2A agonist 3 and MC4R ag barr 0.4.
For CC(C)NCC(O)COc1c(F)cc(Br)cc1F (stereo unspecified) the results were MC4R antagonist 4, N-glyco inh 0, ABCB6 inh MLPCN 104, PDI turbidity -3, aDG glyco up 0.4, Vif inh 8, H9c2 protect -2, CaV13 ICDI inh -3, m5-HT2A agonist 3 and MC4R ag barr 0.7.
`Cc1ccc2nc(NC(=O)C3CCN(c4ncnc5sc(C)c(C)c45)CC3)sc2c1` gave MC4R antagonist 1, N-glyco inh -4, ABCB6 inh MLPCN 98, PDI turbidity -7, aDG glyco up 0.2, H9c2 protect -7, m5-HT2A agonist 3 and MC4R ag barr 0.0.
`Fc1ccc(CSc2nnc(-c3ccco3)o2)cc1` gave MC4R antagonist 4, N-glyco inh 0, ABCB6 inh MLPCN 97, PDI turbidity -9, aDG glyco up 0.2, Vif inh 13, H9c2 protect 5, CaV13 ICDI inh -4, m5-HT2A agonist 0 and MC4R ag barr 0.0.
For O=C(Cc1ccccc1)NN1C(=O)C2C3C=CC(C3)C2C1=O (stereo unspecified) the results were MC4R antagonist 3, N-glyco inh 2, ABCB6 inh MLPCN 103, PDI turbidity 0, aDG glyco up -0.1, Vif inh 12, H9c2 protect 12, CaV13 ICDI inh -5, m5-HT2A agonist 1 and MC4R ag barr -1.1.
`CCCCN(C(=O)CC1CCCCC1)c1c(N)n(CC(C)C)c(=O)[nH]c1=O` gave MC4R antagonist 2, N-glyco inh 0, ABCB6 inh MLPCN 89, PDI turbidity 1, aDG glyco up -0.1, Vif inh -1, H9c2 protect 4, CaV13 ICDI inh -3, m5-HT2A agonist 2 and MC4R ag barr -1.3.
Screening COc1ccc(CN2c3c(Br)cccc3C(=O)CS2(=O)=O)cc1 returned MC4R antagonist 4, N-glyco inh 0, ABCB6 inh MLPCN 97, PDI turbidity 11, aDG glyco up 0.1, Vif inh -11, H9c2 protect -7, m5-HT2A agonist 2 and MC4R ag barr -2.3.
`O=C(NCc1cccc(C(F)(F)F)c1)c1ccc2sc([C@H]3C[C@H](O)[C@@H](CO)O3)nc2c1` gave MC4R antagonist -2, N-glyco inh 0, ABCB6 inh MLPCN 101, PDI turbidity 6, aDG glyco up -0.3, Vif inh 12, H9c2 protect -7, CaV13 ICDI inh -5, m5-HT2A agonist -4 and MC4R ag barr -1.8.
For CN1C[C@@H]2[C@@H]3C(=O)N(C)C(=O)[C@@H]3[C@](C)(C1=O)N2C(=O)c1ccc(C(F)(F)F)cc1 the results were MC4R antagonist -3, N-glyco inh 1, ABCB6 inh MLPCN 95, PDI turbidity -7, aDG glyco up -0.1, Vif inh -6, H9c2 protect 1, CaV13 ICDI inh -12, m5-HT2A agonist 0 and MC4R ag barr -0.7.
Screening CCCn1c(=O)c2ccccc2n2c(SCc3cc(=O)oc4ccc5ccccc5c34)nnc12 returned MC4R antagonist 10, N-glyco inh -1, ABCB6 inh MLPCN 100, PDI turbidity -3, aDG glyco up -0.2, Vif inh -5, H9c2 protect 32, CaV13 ICDI inh -7, m5-HT2A agonist -3 and MC4R ag barr -1.6.
`CN(C)CCCCOc1cccc(Br)c1` gave MC4R antagonist 2, N-glyco inh -1, ABCB6 inh MLPCN 100, PDI turbidity 5, aDG glyco up 0.0, Vif inh 11, H9c2 protect 5, CaV13 ICDI inh -3, m5-HT2A agonist -4 and MC4R ag barr 2.2.
For CC1CCCC(C)N1C(=O)CSc1nnc(-c2c[nH]c3ccccc23)o1 (stereo unspecified) the results were MC4R antagonist 0, N-glyco inh 0, ABCB6 inh MLPCN 99, PDI turbidity 2, aDG glyco up 0.1, Vif inh -9, H9c2 protect 8, CaV13 ICDI inh -6, m5-HT2A agonist -4 and MC4R ag barr 2.3.
Screening COc1ccc(S(=O)(=O)N2CCCCCC2)cc1C(=O)N(C)Cc1ccccc1F returned MC4R antagonist 16, N-glyco inh -2, ABCB6 inh MLPCN 102, PDI turbidity -6, aDG glyco up 0.0, Vif inh -17, H9c2 protect 5, CaV13 ICDI inh -5, m5-HT2A agonist -1 and MC4R ag barr -0.4.
For O=C1NC(=O)/C(=C\c2ccsc2)N1 the results were MC4R antagonist -7, N-glyco inh 3, ABCB6 inh MLPCN 101, PDI turbidity 2, aDG glyco up -0.5, Vif inh -6, H9c2 protect 2, CaV13 ICDI inh 0, m5-HT2A agonist 0 and MC4R ag barr -1.5.
Screening CC(=O)c1sc(-c2ccccc2)cc1NS(=O)(=O)c1ccc(C)cc1 returned MC4R antagonist 35*, N-glyco inh 1, ABCB6 inh MLPCN 95, PDI turbidity 1, aDG glyco up -0.1, Vif inh -6, H9c2 protect -2, CaV13 ICDI inh 2, m5-HT2A agonist 3 and MC4R ag barr 0.7.
O=C(Nc1nc2ccc([N+](=O)[O-])cc2s1)c1ccc(S(=O)(=O)N2CCCc3ccccc32)cc1 was read as MC4R antagonist 9, N-glyco inh -13, ABCB6 inh MLPCN 97, PDI turbidity -4, aDG glyco up -0.7, Vif inh 1, H9c2 protect -24, m5-HT2A agonist 1 and MC4R ag barr -1.8.
Screening C=CCNc1nc(-c2sc(NC(C)=O)nc2C)cs1 returned MC4R antagonist 6, ABCB6 inh MLPCN 99, PDI turbidity 2, aDG glyco up 0.0, H9c2 protect -1, CaV13 ICDI inh -3, m5-HT2A agonist -2 and MC4R ag barr -1.0.
For COC(=O)Cn1cc(C#N)c2ccccc21 the results were MC4R antagonist -1, N-glyco inh -1, ABCB6 inh MLPCN 153, PDI turbidity -7, aDG glyco up -0.9, Vif inh 5, H9c2 protect 2, CaV13 ICDI inh -5, m5-HT2A agonist 1 and MC4R ag barr -1.2.

A draw from above in order of SMILES length, highest first.
`O=C(NCc1cccc(C(F)(F)F)c1)c1ccc2sc([C@H]3C[C@H](O)[C@@H](CO)O3)nc2c1` gave MC4R antagonist -2, N-glyco inh 0, ABCB6 inh MLPCN 101, PDI turbidity 6, aDG glyco up -0.3, Vif inh 12, H9c2 protect -7, CaV13 ICDI inh -5, m5-HT2A agonist -4 and MC4R ag barr -1.8.
O=C(Nc1nc2ccc([N+](=O)[O-])cc2s1)c1ccc(S(=O)(=O)N2CCCc3ccccc32)cc1 was read as MC4R antagonist 9, N-glyco inh -13, ABCB6 inh MLPCN 97, PDI turbidity -4, aDG glyco up -0.7, Vif inh 1, H9c2 protect -24, m5-HT2A agonist 1 and MC4R ag barr -1.8.
Screening COc1ccc(S(=O)(=O)N2CCCCCC2)cc1C(=O)N(C)Cc1ccccc1F returned MC4R antagonist 16, N-glyco inh -2, ABCB6 inh MLPCN 102, PDI turbidity -6, aDG glyco up 0.0, Vif inh -17, H9c2 protect 5, CaV13 ICDI inh -5, m5-HT2A agonist -1 and MC4R ag barr -0.4.

Later entries.
N=C(N)SCc1cn2ccccc2n1 was read as MC4R antagonist 13, N-glyco inh 0, ABCB6 inh MLPCN 99, PDI turbidity -3, aDG glyco up 0.2, Vif inh -5, H9c2 protect 1, CaV13 ICDI inh -5, m5-HT2A agonist 0 and MC4R ag barr -1.2.
For O=C(O)c1oc2ccccc2c1-n1cccc1 the results were MC4R antagonist -5, N-glyco inh 0, ABCB6 inh MLPCN 97, PDI turbidity 5, aDG glyco up 0.0, Vif inh -4, H9c2 protect -3, CaV13 ICDI inh -6, m5-HT2A agonist 1 and MC4R ag barr -1.2.
For C=CCOc1ccc(/C=C/C(=O)OCC(=O)N2CCN(C(C)=O)CC2)cc1 the results were MC4R antagonist 1, N-glyco inh 0, ABCB6 inh MLPCN 100, PDI turbidity 9, aDG glyco up 0.2, Vif inh -7, H9c2 protect -4, CaV13 ICDI inh -18, m5-HT2A agonist 9 and MC4R ag barr -1.9.
COc1cccc(-c2nnc(SCC(=O)Nc3cc(C)on3)n2C)c1 was read as MC4R antagonist -2, N-glyco inh 4, ABCB6 inh MLPCN 97, PDI turbidity 4, aDG glyco up 0.0, Vif inh 5, H9c2 protect 2, CaV13 ICDI inh -10, m5-HT2A agonist 6 and MC4R ag barr -0.3.
`CCOc1ccc(NC(=O)CN2CCN(CC(=O)Nc3cc(OC)cc(OC)c3)CC2)cc1` gave MC4R antagonist 6, N-glyco inh 0, ABCB6 inh MLPCN 96, PDI turbidity 3, aDG glyco up -0.2, Vif inh 7, H9c2 protect -3, CaV13 ICDI inh -1, m5-HT2A agonist -1 and MC4R ag barr 1.4.
